Compound activity (PubChem)
M4 PAM: positive allosteric modulators of human muscarinic M4 receptor; activation, % at 3 µM; AID 624126; CHO-K1 hM4/Gqi5, Fluo-8 calcium fluorescence, ACh EC20; 0% = ACh EC20, 100% = maximal ACh; hit rate 0.4% among 360,000; P08173;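 active = activation above its plate's cutoff, the mean activation of sample wells plus 3 SD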; note: some results filed as inactive read as strong as hits
Target sequence (P08173 whole entry, looked up): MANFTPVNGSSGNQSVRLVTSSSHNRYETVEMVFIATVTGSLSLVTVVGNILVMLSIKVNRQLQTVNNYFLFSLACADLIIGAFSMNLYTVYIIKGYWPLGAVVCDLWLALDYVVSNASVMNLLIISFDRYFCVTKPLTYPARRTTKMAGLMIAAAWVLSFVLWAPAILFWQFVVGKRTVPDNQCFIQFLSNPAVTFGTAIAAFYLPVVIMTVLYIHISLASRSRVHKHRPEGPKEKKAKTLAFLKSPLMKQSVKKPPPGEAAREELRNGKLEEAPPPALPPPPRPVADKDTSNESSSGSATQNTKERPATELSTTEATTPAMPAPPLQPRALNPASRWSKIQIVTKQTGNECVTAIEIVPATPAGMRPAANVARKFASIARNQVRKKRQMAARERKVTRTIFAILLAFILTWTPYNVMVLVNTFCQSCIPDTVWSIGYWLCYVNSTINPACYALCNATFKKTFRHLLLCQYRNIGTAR
M5 PAM: potentiates acetylcholine response at human M5 receptor; P08912; CHO-K1 hM5, Fluo-8 calcium, ACh EC20 PAM; 0% = ACh EC20, 100% = ACh EC100; activation, % at 3 µM; hit rate 0.3% among 360,000;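 active = activation above the run cutoff, the mean activation of all test compounds plus 3 SD, cut at about 18% in these data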
Target sequence (P08912 whole entry, looked up): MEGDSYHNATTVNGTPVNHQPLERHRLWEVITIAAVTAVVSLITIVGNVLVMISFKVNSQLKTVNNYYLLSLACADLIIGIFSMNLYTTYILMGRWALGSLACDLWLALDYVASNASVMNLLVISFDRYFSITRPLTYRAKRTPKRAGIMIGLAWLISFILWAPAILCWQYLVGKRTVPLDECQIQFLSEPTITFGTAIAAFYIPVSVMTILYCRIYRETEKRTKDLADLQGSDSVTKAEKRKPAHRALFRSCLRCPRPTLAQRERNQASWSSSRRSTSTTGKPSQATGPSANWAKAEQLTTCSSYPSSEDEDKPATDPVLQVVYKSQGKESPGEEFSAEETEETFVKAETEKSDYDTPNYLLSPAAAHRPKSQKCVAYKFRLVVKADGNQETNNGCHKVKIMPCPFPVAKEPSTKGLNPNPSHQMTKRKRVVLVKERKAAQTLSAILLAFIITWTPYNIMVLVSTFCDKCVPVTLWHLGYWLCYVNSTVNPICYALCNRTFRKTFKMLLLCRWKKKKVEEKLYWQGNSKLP
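Assay system: CHO-K1 hM5 cells. Also added: acetylcholine at EC20 concentration, added after compound. Dosing: 3 µM, single dose. Times: compound preincubation 140 s before EC20 acetylcholine addition. Signal: Fluo-8 calcium fluorescence. Measure: % activation relative to EC20 and EC100 ACh responses. Repeats: singlicate, one well per test compound.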
M4 antag: blocks acetylcholine activation of human M4 receptor | CHO-hM4 cells, ACh EC80, Fluo-8 calcium fluorescence | P08173 | AID 624125 | inhibition, % at 3 µM | hit rate 0.73% among 360,000;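 active = inhibition above its plate's cutoff, the mean inhibition of sample wells plus 3 SD, cut at about 27% in these data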;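 note: 0% = acetylcholine EC80 with DMSO and 100% = DMSO without agonist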
M5 ag: agonists of human muscarinic M5 receptor (CHRM5); hit rate 0.19% among 360,000; activation, % at 3 µM; CHO-K1 hM5 cells, Fluo-8 calcium fluorescence; 0% DMSO wells, 100% maximal acetylcholine response; P08912;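 active = activation above the run's mean over test compounds plus 3 SD, cut at about 23% in these data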;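 note: signal is peak over basal fluorescence ratio across the kinetic read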
CRFR2-BP ag: agonists of human CRF-binding protein/CRF-R2 receptor complex. hit rate 0.46% among 350,000. HEK293 CRF-R2/CRF-BP, calcium dye fluorescence (FLIPR); percent of saturating CRF peptide response. activation, % at 13.2 µM. AID 588473;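 active = activation of at least 50%, plus an integration ratio under a set limit after plate pattern correction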;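 note: plate controls were neutral control wells without compound for no effect and CRF at EC100 for full effect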
CRFBP-R2 block: CRF-BP/CRF-R2 complex antagonism. inhibition, % at 11.8 µM. AID 588475. HEK293 CRF-R2/CRF-BP, CRF-induced calcium fluorescence. hit rate 0.59% among 350,000;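 active = inhibition of the ligand-induced calcium signal above about 50% at the single tested concentration, limit read from the data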
IDE inh: cellular human IDE inhibition; inhibition, % at 5.59 µM; HEK cells, FAbetaB cleavage, fluorescence polarization; hit rate 0.41% among 320,000;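 active = percent inhibition above the average of all tested compounds plus 3 SD, set per screening campaign, cut at about 16% in these data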;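 note: IDE supplied by intact live HEK cells; FP after avidin binding of uncleaved biotin substrate so inhibition keeps polarization high; 0% = DMSO wells and 100% = 60 µM reference IDE inhibitor Ii1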
CHRM4 agonist: agonists of human muscarinic M4 receptor (CHRM4). P08173. CHO-K1 hM4/Gqi5, Fluo-8 calcium fluorescence; vehicle 0%, full acetylcholine response 100%. activation, % at 3 µM. hit rate 0.14% among 360,000. AID 624127;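 active = activation above the run mean over all test wells plus 3 SD, cut at about 32% in these data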;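 note: peak over basal fluorescence ratio per well then scaled between controls; 0% = DMSO wells and 100% = acetylcholine at EC100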
M5 antag: blocks acetylcholine activation of human M5 receptor; P08912; CHO-hM5 cells, Fluo-8 calcium fluorescence, ACh EC80; inhibition, % at 3 µM; hit rate 0.59% among 360,000;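 active = inhibition above a per-plate cutoff, the mean of that plate's test compounds plus 3 SD, cut at about 27% in these data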;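 note: 0% = acetylcholine EC80 with DMSO and 100% = DMSO without agonist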
Starred values were filed as active, the others as inactive; / = no result given.

SMILES	M4 PAM	M5 PAM	M4 antag	M5 ag	CRFR2-BP ag	CRFBP-R2 block	IDE inh	CHRM4 agonist	M5 antag
CC(=O)Oc1ccccc1C1OCCN1C(C)=O (configuration not stated)	8	4	-5	-3	0.5	2	-1	0	-10
O=C(NC(Cc1c[nH]c2ccccc12)C(=O)O)c1cccs1 (configuration not stated)	5	2	-1	0	-0.9	1	-2	1	-8
CCN(CC)S(=O)(=O)c1cccc(C(=O)OCC(=O)NCc2ccccc2OC)c1	-9	-10	-5	1	-1.3	3	-5	12	6
CC(=O)OC1CCC2C3CCC4=C(CC(F)C(=O)C4)C3CCC12C (configuration not stated)	2	0	-4	-4	-2.2	-6	/	1	4
CCOC(=O)NC(Cc1c[nH]c2ccccc12)C(=O)NCCc1ccc(S(N)(=O)=O)cc1 (configuration not stated)	-1	-1	2	-4	0.5	6	-4	0	-2
CCN(c1ccccc1)S(=O)(=O)c1ccc2c(c1)CCCN2C(C)=O	-2	4	-2	3	-2.7	-4	5	2	-5
CCC(C)(C)c1nnc(NC(=O)c2ccc([N+](=O)[O-])cc2)s1	1	1	6	0	1.5	15	4	0	2
CC(C)(C)c1ccc(C(=O)N2CCN(CCNC(=O)C(=O)NCc3ccc(Cl)cc3)CC2)cc1	-2	14	-10	3	3.2	-6	1	5	-11
COc1ccc(CCN(C)S(=O)(=O)c2ccc(Cl)nc2)cc1OC	-8	-3	0	2	-1.7	-11	9	2	8
CC(CC(F)(F)F)N1CCC(n2nccc2NC(=O)CCCc2ccccc2)CC1 (configuration not stated)	-2	10	-10	1	-0.5	-8	1	4	-22
COc1ccccc1C(=O)N/N=C/c1ccc2c(c1)OCO2	-2	1	3	-2	-0.7	9	7	2	7
COCCn1c(SC2CCOC2=O)nc2ccccc2c1=O (configuration not stated)	1	3	3	-4	-0.5	1	6	2	4

The last six records of the section above come first, to join the parts.
SMILES	M4 PAM	M5 PAM	M4 antag	M5 ag	CRFR2-BP ag	CRFBP-R2 block	IDE inh	CHRM4 agonist	M5 antag
CCC(C)(C)c1nnc(NC(=O)c2ccc([N+](=O)[O-])cc2)s1	1	1	6	0	1.5	15	4	0	2
CC(C)(C)c1ccc(C(=O)N2CCN(CCNC(=O)C(=O)NCc3ccc(Cl)cc3)CC2)cc1	-2	14	-10	3	3.2	-6	1	5	-11
COc1ccc(CCN(C)S(=O)(=O)c2ccc(Cl)nc2)cc1OC	-8	-3	0	2	-1.7	-11	9	2	8
CC(CC(F)(F)F)N1CCC(n2nccc2NC(=O)CCCc2ccccc2)CC1 (configuration not stated)	-2	10	-10	1	-0.5	-8	1	4	-22
COc1ccccc1C(=O)N/N=C/c1ccc2c(c1)OCO2	-2	1	3	-2	-0.7	9	7	2	7
COCCn1c(SC2CCOC2=O)nc2ccccc2c1=O (configuration not stated)	1	3	3	-4	-0.5	1	6	2	4
O=C(Nc1ccccc1N1CCCCC1)c1ccc(OC(F)F)cc1	-12	0	2	-4	-0.2	-5	-1	-1	-5
Cc1c2cnn(CC(=O)NCCCN3CC(C)CC(C)C3)c(=O)c2c(C)n1Cc1ccc(Cl)cc1 (configuration not stated)	-8	1	10	-10	1.9	-20	-4	1	-12
Cc1nnc(Cl)c2nn(-c3ccccc3F)c(C)c12	5	-4	6	-2	-0.5	3	9	0	-1
COC(=O)CSc1nnc(-c2ccc(S(=O)(=O)N3CCCCC3)cc2)o1	-2	0	8	-1	0.5	7	1	4	-2
CCOC(=O)C1CC(C)=C(C)CC1C(=O)O (configuration not stated)	-8	-4	-1	1	-0.7	5	2	2	1
CC(=NCCN1CCOCC1)C1=C(O)c2ccccc2C1=O	9	-5	2	0	-0.6	4	0	-2	1
C=CC[n+]1c(-c2ccccc2)csc1NC(C)(C)C	-21	-14	18	-10	1.1	-7	-6	0	-8
c1ccc(N2CCN(Cc3ccsc3)CC2)nc1	2	-1	4	-2	0.0	11	0	0	1
CCOC(=O)c1cccc(NC(=O)c2ccco2)c1	1	1	7	1	-0.1	-7	-3	3	-1
O=c1c([N+](=O)[O-])c(O)c2ccccc2n1Cc1ccccc1	1	-8	-17	1	-0.4	-8	0	13	7
CC(C)c1ccc(NC(=O)CSc2nc3ccsc3c(=O)n2CCC(=O)O)cc1	15	-5	-42	-6	1.4	9	3	0	9
Cc1sc(NC(=O)c2sc3nc4c(C)cccc4cc3c2N)c(C#N)c1C	10	-3	8	1	88*	-164	5	1	0
CCc1ccc(NC(=O)Cn2nnc(C(=O)NCc3ccc(OC)cc3)c2N)cc1	9	0	-12	-3	-0.4	-2	-9	0	-8
O=C(NC1CCCCC1)N1CCCC(CNS(=O)(=O)Cc2ccccc2)C1 (configuration not stated)	-2	1	3	-5	0.1	-3	13	0	5
O=C(CN1CCOCC1)Nc1ccc(S(=O)(=O)NC2CCCCC2)cc1	5	1	-1	3	3.4	21	0	5	-8
O=C(CN(CCO)c1ccccc1)Nc1ccc(Cl)c(S(=O)(=O)N2CCOCC2)c1	-11	2	17	7	-0.7	2	2	4	1
CC1CCC(CN2C(Nc3ccccc3)=NC[C@@H]2Cc2ccccc2)CC1 (some centres not stated)	-4	-6	9	0	9.1	-19	3	9	-4
COc1ccc(CC(=O)N2CCc3ccccc3C2)cc1	-3	-4	0	-7	-2.8	-2	/	1	3
Cc1cc(C)nc(NC(=O)c2ccc(Cl)cc2Cl)n1	-13	-17	6	4	-0.2	1	3	18	11
COc1cc(-c2ccc(=O)[nH]n2)ccc1OC(F)F	8	-1	-8	0	2.8	-22	-1	1	-9
CC(=O)Nc1ccc(NC(=O)c2ccccc2CC[N+](=O)[O-])cc1	1	-3	-2	0	2.4	-25	1	1	8
COc1ccc(CCNC(=O)CSc2ccc3nnc(CCNC(=O)c4ccc(C)cc4)n3n2)cc1OC	-2	-7	-2	-2	-0.1	-1	0	0	15
CC1CN(C(=O)c2cc3cc(Cl)cc(Cl)c3oc2=O)CC(C)O1 (configuration not stated)	2	14	-10	-3	-1.3	-16	2	2	-17
Cc1noc(C)c1C(=O)N1CCN(CCc2ccccc2)CC1	3	3	7	1	4.6	-6	-2	1	0
CCCC1=NN(c2ccc([N+](=O)[O-])cc2)C(=O)/C1=C/N(C)C	0	5	5	1	3.3	9	-5	0	-2
CNc1nc(Oc2cccc(NC(C)=O)c2)c2sccc2n1	6	-6	-26	2	/	/	/	4	1
Cc1ccc(Cl)cc1N(CC(=O)N1CCCCCC1)S(C)(=O)=O	-3	0	15	-7	0.4	-14	0	1	-11
NC(=O)C1CCCN(S(=O)(=O)c2ccc(Br)cc2)C1 (configuration not stated)	6	-2	-10	0	0.3	-8	-2	1	1
COC(=O)[C@]12CCCCC=C1N(Cc1cccc3ccccc13)C(=O)[C@H](CC(=O)NCCc1ccccc1OC)C2	2	-10	-12	-2	/	/	/	1	14
CCCn1c(=S)[nH]c2cc(C(=O)N3CCN(c4ccccc4)CC3)ccc2c1=O	-7	-2	19	0	1.7	-9	/	0	0
C=CCn1c(SCC(=O)c2c(N)n(CCC)c(=O)n(C)c2=O)nc2sc(CC)cc2c1=O	7	-2	-11	-1	3.7	2	2	3	-9
CNS(=O)(=O)c1ccc(C(=O)NCC(=O)NCC2COc3ccccc3O2)cc1 (configuration not stated)	4	-4	6	0	-1.5	2	-2	1	17
O=C(O)C1CC=CCC1C(=O)Nc1cc(Cl)ccc1Cl (configuration not stated)	-4	-6	5	-1	2.9	0	1	-1	8
NC(=O)C1CCN(C(=O)c2ccc(Oc3ccccc3)cc2)CC1	1	-2	-13	1	-1.0	20	-1	1	2
O=c1[nH]c2ccccc2n1CCCN1CCCCC1	-8	-18	-5	-9	6.3	16	4	1	15
CN(C)CCN(C(=O)C1CCN(S(=O)(=O)c2cccs2)CC1)c1nc2ccc(F)cc2s1	9	-3	1	-1	13	-20	7	1	1
O=C(Nc1nn[nH]n1)C12CC3CC(CC(C3)C1)C2	-6	1	-13	4	-0.4	-10	4	1	-2
CC(/C=C/c1ccccc1)=N\NC(=O)CSc1ccccn1	-1	-4	-10	0	-5.1	-2	5	1	-4
O=C(NCc1cccnc1)c1cc(C2CCCCN2C(=O)c2ccc3ccccc3c2)on1 (configuration not stated)	6	7	-17	0	/	/	/	5	-14
CCc1ccccc1NC(=O)c1cc(-c2cccc(O)c2)on1	-13	-22	-4	0	0.9	17	7	14	11
C=CCn1cc(CN2CCC(C(=O)Nc3ccc(Oc4cccnc4)cc3)CC2)c(C)n1	-2	3	4	-5	0.9	7	4	0	-4
CCCc1cc(C(=O)NCCc2ccccc2)no1	-6	-1	-2	0	-1.9	11	0	-1	1
CN(c1ccccc1)S(=O)(=O)c1cccc(C(=O)OCC(=O)NCc2ccco2)c1	0	7	3	-11	-4.1	-12	1	6	-5
CCN1CCN(C(=O)CCc2nnc(CCc3c[nH]c4ccccc34)o2)[C@@H](C)C1=O	-3	6	0	-2	0.2	8	3	1	-4
CC(C)(C)c1ccc(S(=O)(=O)NC(=O)C2(C)CCN2C(=O)Cc2cc(F)ccc2F)cc1 (configuration not stated)	4	2	1	1	/	/	/	0	-5
CN(C(=O)CSc1nnc(-c2cccc(F)c2)n1N)C1CCS(=O)(=O)C1 (configuration not stated)	-2	1	-1	1	-0.2	-5	1	1	7
COc1cc(C2/C(=C(\O)c3cc(C)ccc3C)C(=O)C(=O)N2CCN(C)C)ccc1O (configuration not stated)	-3	3	10	-2	0.3	22	-4	1	2
CN1C(=O)C(C)(C)c2cc(S(=O)(=O)N3CCCC3C(=O)NCc3ccccc3Cl)ccc21 (configuration not stated)	-5	1	-13	0	-1.8	-13	-2	3	-5
O=C(N/N=C/c1ccc[nH]1)c1cccc(Br)c1	0	-6	-4	-4	-2.7	9	3	1	7
COc1ccc(C(=O)NCC(=O)N2CCc3ccccc3C2)cc1	10	6	-3	0	0.1	-3	11	3	4
COc1ccc(Br)cc1CNC(=O)c1ccc2c(c1)N(C)CCS2	-9	0	-12	-3	6.9	-24	2	1	0
O=C(c1cn(-c2ccccc2)nc1-c1ccc(Cl)s1)N1CCOCC1	-5	-4	-2	-2	2.0	-30	9	8	3
CCN(Cc1ccccc1)S(=O)(=O)c1ccc2c(c1)NC(=O)CS2	-9	-10	-3	0	2.4	-2	-4	14	7
O=[N+]([O-])c1ccc(N2CCCC2)nc1N1CCCC1	-7	8	3	-12	-5.4	12	-3	-1	-4
Cc1c(C(=O)OCC(=O)N2c3ccccc3CC2C)oc2ccccc12 (configuration not stated)	11	1	5	-4	-0.1	-5	6	0	-7
Cc1ccc(S(N)(=O)=O)c(C)c1N1CCCC1=O	6	-5	-4	-2	-0.9	0	5	2	-11
CSc1cccc(NC(=S)N2CCC(N(C)C3CCCCCC3)CC2)c1	-19	6	11	-13	4.7	-1	0	1	3
NC(=O)COC(=O)c1cccc(S(=O)(=O)N2CCN(c3ccccc3)CC2)c1	1	1	-9	6	0.4	-5	-8	2	1
O=C(NC1CC1)C1=C[C@H](c2c[nH]c3ccccc23)C[C@H](OCCCCO)O1	-2	2	10	1	0.7	8	2	1	12
Cc1c(NC(=S)N/C(=N/S(=O)(=O)c2ccccc2)c2ccccc2)c(=O)n(-c2ccccc2)n1C	-2	4	-5	-10	0.0	-7	0	0	0
CCOc1ccccc1CNC(=O)CCCc1cn(C)c2ccccc12	-1	-3	-12	-3	-0.7	-4	-1	1	0
